# Phagocytosis inh – inhibitors of macrophage phagocytosis | AID 1029 | inhibition, % at 5 µM | actives 0.07% (n = 110,000) | J774A.1 macrophage IgG-bead phagocytosis, imaging;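 active = inhibition above the mean of the plate negative controls plus 5 SD, cut at about 13% in these data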;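 note: phagocytic index as fraction of beads internalized from green versus red external bead signal; plate controls were DMSO negative control for no effect and cytochalasin-D positive control for full effect; some results beyond the cut were filed as inactive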
# PTEN del growth – PTEN-deleted cell growth suppression | HCT116 PTEN-null viability, CellTiter-Glo, 60 h; stronger effect = lower value | viability, % at 10 µM | actives 1.2% (n = 140,000) | AID 827;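 active = viability at or below a set limit, 4 SD under the median of all tested compounds, cut at about 3.7% in these data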;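 note: PTEN knockout HCT116 line with beta catenin targeted HCT116 as companion control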
# Measles CPE – protection of cells from measles virus; Measles virus-infected cells, CPE protection, absorbance; protection (pct of control), % at 4 µM; actives 1.5% (n = 140,000); in the data active = protection mostly above about 24%, no sharp cut-off; inactive = mostly below about 26%; note: some compounds called inactive have numbers as strong as hits
# NPY-Y2 antag – NPY-Y2 (human) receptor antagonism; NPY-Y2 expressing cells, antagonist mode; P49146; inhibition, % at 2.7 µM; actives 0.99% (n = 140,000); AID 793; in the data active = inhibition above about 17%;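 note: 0% = vehicle with agonist challenge and 100% = reference antagonist with challenge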
# Target sequence (P49146 whole entry, looked up): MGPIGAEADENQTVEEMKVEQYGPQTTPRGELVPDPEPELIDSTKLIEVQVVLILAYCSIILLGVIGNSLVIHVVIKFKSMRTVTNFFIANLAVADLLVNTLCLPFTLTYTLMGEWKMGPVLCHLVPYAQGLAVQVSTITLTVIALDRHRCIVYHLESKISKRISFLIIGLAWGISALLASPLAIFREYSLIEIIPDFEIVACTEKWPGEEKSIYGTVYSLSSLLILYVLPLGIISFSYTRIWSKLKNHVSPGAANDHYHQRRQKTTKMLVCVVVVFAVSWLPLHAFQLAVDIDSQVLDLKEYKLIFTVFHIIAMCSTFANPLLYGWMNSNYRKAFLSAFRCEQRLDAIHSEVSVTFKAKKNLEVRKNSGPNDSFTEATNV
# HCT116 bCat-KO – beta-catenin-lacking colon tumor cell growth suppression | AID 818 | actives 1.5% (n = 140,000) | viability, % at 10 µM | HCT116 beta-catenin knockout viability, CellTiter-Glo, 60 h; stronger effect = lower value;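 active = viability at or under a set limit, the compound median less 4 SD, cut at about 6% in these data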;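 note: 0% = Hyamine 1622 control at 20 µM and 100% = untreated cell control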
# E-sel TNF inh – blocks E-selectin expression induced by TNF alpha. inhibition, % at 2 µM. HUVEC TNFa-induced E-selectin immunofluorescence, high content. actives 0.71% (n = 120,000);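 active = inhibition above the batch mean plus 3 SD, and confirmed as a hit on visual image review, cut at about 43% in these data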;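 note: 0% = TNF-stimulated DMSO wells and 100% = unstimulated control wells; not every result past the cut was called active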
# MRP-1 activ – activators of MRP-1. H69AR cells + doxorubicin, viability rescue, CellTiter-Glo. viability increase, % at 10 µM. actives 0.61% (n = 140,000). AID 799;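 active = viability gain under doxorubicin at or above a set limit, the compound median plus 3 SD, cut at about 4.7% in these data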;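 note: MRP-1 overexpressing cells given doxorubicin 25 µM after compound pretreatment; 18-22 h compound pretreatment then 72 h with doxorubicin before readout; 0% = doxorubicin-only wells and 100% = vehicle-treated cells without doxorubicin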
# Yeast growth inh – reduces growth of yeast BB579 in restrictive medium. inhibition, % at 10 µM. actives 0.51% (n = 140,000). S. cerevisiae BB579 growth, OD615, 48 h;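 active = inhibition above a set limit, 3 SD over the mean compound inhibition, cut at about 44% in these data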; note: inactives centre near -24
#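 Test system: S. cerevisiae DeaD strain BB579 yeast; Medium: restrictive CSMM-D medium; Compound: one dose, 10 µM compound with 0.25% DMSO; Incubation: 4 h cell preincubation, 48 h compound exposure, 30 °C humidified; Signal: OD at 615 nm; Benchmarks: amphotericin B at 10 µg/mL as positive control.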
# GALR2 antag – blocks the human galanin receptor 2; GALR2-expressing cells, antagonist mode; inhibition, % at 4 µM; actives 0.39% (n = 140,000); AID 828; in the data active = inhibition above about 27%;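 note: cells stimulated with galanin 1-16 at roughly its EC80; 0% = agonist challenge control and 100% = basal control without agonist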
# Target sequence (O43603 whole entry, looked up): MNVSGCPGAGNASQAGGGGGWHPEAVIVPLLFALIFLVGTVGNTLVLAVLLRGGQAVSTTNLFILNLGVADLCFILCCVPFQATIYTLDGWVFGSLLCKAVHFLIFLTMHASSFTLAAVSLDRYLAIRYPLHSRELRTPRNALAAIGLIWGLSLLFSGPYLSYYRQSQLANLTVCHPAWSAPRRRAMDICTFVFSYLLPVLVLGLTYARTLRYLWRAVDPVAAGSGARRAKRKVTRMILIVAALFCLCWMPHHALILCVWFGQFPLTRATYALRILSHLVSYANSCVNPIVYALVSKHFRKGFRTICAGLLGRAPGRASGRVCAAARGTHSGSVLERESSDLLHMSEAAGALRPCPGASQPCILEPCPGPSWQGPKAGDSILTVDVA
# Yeast life ext – yeast lifespan extension | S. cerevisiae growth with nicotinamide, OD615; deaD strain in restrictive glucose medium | actives 0.68% (n = 130,000) | inhibition of the nicotinamide effect, % at 10 µM;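 active = inhibition above a set limit, placed 3 SD over the median of all compounds, cut at about 26% in these data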;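 note: 0% = nicotinamide-treated wells and 100% = cells grown without nicotinamide; some compounds called inactive have numbers as strong as hits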
#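 Test system: DeaD-strain S. cerevisiae / Buffer or medium: restrictive glucose medium / Also added: nicotinamide 1.5 mM / Doses: one concentration, 10 µM, DMSO 0.25% / Schedule: 48 h at 30 °C / Signal: OD615 measurement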
# * marks the source's active call; other numbers are inactive results; nt = no result given.
# Fields – Phagocytosis inh	PTEN del growth	Measles CPE	NPY-Y2 antag	HCT116 bCat-KO	E-sel TNF inh	MRP-1 activ	Yeast growth inh	GALR2 antag	Yeast life ext
[1] CCCN(Cc1ccccc1)S(=O)(=O)c1ccc(N2C(=O)CCC2=O)cc1
→ -1	91	3	1	103	nt	-0.4	-5	2	-9
[2] COc1ccc(OCC(=O)NNC(=O)c2nn(C)c(=O)c3ccccc23)cc1
→ -3	94	4	1	94	-16	-1.0	-7	-1	-3
[3] Cc1ccccc1NC(=O)c1cccc(Cn2cc(Br)c([N+](=O)[O-])n2)c1
→ nt	80	13	-1	77	-14	-2.7	-34	-3	-9
[4] CCSc1ccc(NC(=O)c2cccnc2)cc1
→ nt	84	2	2	94	6	-2.9	-33	4	-25
[5] CC1Oc2ccccc2OC1(O)c1ccccn1 (stereo not given)
→ nt	98	6	5	88	nt	-0.7	3	-7	-2
[6] CCOc1ccccc1Oc1c(C)oc2c(CN3CCN(CCO)CC3)c(O)ccc2c1=O
→ 1	96	5	1	87	nt	-2.6	13	5	-29
[7] Cc1ccc(C2CC(c3ccc(NS(C)(=O)=O)cc3)=NN2C(=O)c2ccco2)cc1 (stereo not given)
→ -5	83	3	1	85	nt	-3.6	-16	-1	1
[8] O=C(NCc1ccccn1)c1ccc(/C=N/O)nc1
→ -2	100	5	0	96	nt	-1.4	-29	-4	-3
[9] OCCN(/C=N/c1nc(-c2ccc(Br)cc2)cs1)CCO
→ -1	102	32*	-2	99	-10	1.2	1	-1	-12
[10] O=C1CC(SC(=Nc2ccccc2)Nc2ccccc2)C(=O)N1c1ccc(Cl)c(Cl)c1 (stereo not given)
→ -4	37	32	-4	50	13	-4.3	-28	0	-4
[11] COCc1nc2ccccc2n1Cc1ccccc1
→ nt	103	15	6	105	26	-0.7	-38	-13	-8
[12] Cc1ccccc1C=Nc1ccccc1C(N)=O
→ 10	32	13	3	32	nt	-4.2	-8	-14	-2
[13] Cc1c(C(=O)Oc2ccc(F)cc2)sc2ncn(Cc3cccc(F)c3)c(=O)c12
→ -3	94	5	2	95	-4	-3.0	-38	8	-3
[14] CCOC(=O)CNC(=S)N(Cc1cccs1)C1CCCCC1
→ -8	88	20	3	89	-17	-3.7	-19	-7	2
[15] Cc1c(/C=N/NC(=O)c2ccc(O)cc2)c2ccccn2c1C(=O)c1ccc(F)cc1
→ -13	47	7	-3	52	-11	-3.7	7	4	0
[16] O=C(COC(=O)c1ccccc1Oc1ccccc1)NCc1ccco1
→ nt	99	1	4	99	-30	-1.9	-54	6	-13
[17] O=C(O)CCC(=O)Nc1nc2ccccc2s1
→ -1	107	11	1	98	-22	0.1	-66	-11	0
[18] Cc1cc2c(=O)n(CC(=O)NCC(=O)N3CCN(Cc4ccccc4)CC3)cnc2s1
→ -1	106	3	2	95	-39	-0.1	-3	8	-17
[19] CCn1c(C(=O)OC)cc2c1ccn2-c1ccc(F)cc1
→ 3	71	4	17	80	1	-0.5	-12	-14	-23
[20] O=C(/C=C/c1ccco1)Nc1ccc2nn(-c3ccccc3)nc2c1
→ nt	11	27	2	22	nt	-0.7	-26	4	-5
[21] CCOc1ccc2nc(NCCCNS(=O)(=O)c3ccc(F)cc3)c(C#N)cc2c1
→ nt	96	2	1	104	6	-1.4	-40	25	nt
[22] Cc1ccsc1C(=O)Nc1ccc(C(=O)O)cc1
→ -1	97	15	0	86	-5	-0.1	-12	-6	-2
[23] COc1ccc(C)cc1S(=O)(=O)N(C)CC(=O)N1CCN(C)CC1
→ 2	95	7	1	97	-17	-0.7	-9	-1	-3
[24] Cn1cccc1/C=N/N1CCN(c2ccccn2)CC1
→ 0	76	10	-2	76	nt	0.2	1	-5	-3
[25] Cc1ccc(Nc2nc(-c3sc(NC(=O)c4ccc([N+](=O)[O-])cc4)nc3C)cs2)cc1
→ nt	78	18	-4	87	-20	-0.9	-65	1	-7
[26] COc1ccc2c(c1)[nH]c1c(Cl)ncnc12
→ 12	61	7	1	69	nt	-1.1	61*	-21	-10
[27] CCCC(=O)Nn1cnc2c(c1=O)C1(CCCCC1)Cc1ccccc1-2
→ 2	82	6	3	89	11	-1.1	-35	-20	6
[28] FC(F)(F)c1cccc(NC(=S)NCc2ccccn2)c1
→ -3	93	4	-2	86	nt	-2.7	-11	-5	-4
[29] CCc1ccc(NC(=O)CN(c2ccc3c(c2)OCO3)S(=O)(=O)c2c(C)noc2C)cc1
→ 0	79	3	3	70	nt	-0.6	3	7	-11
[30] O=C(CCSc1ccc(Cl)cc1)N1CCCCCC1
→ nt	99	31*	5	101	28	1.9	-14	-8	-2

# An excerpt from above in order of length of the SMILES, descending:
# Fields – Phagocytosis inh	PTEN del growth	Measles CPE	NPY-Y2 antag	HCT116 bCat-KO	E-sel TNF inh	MRP-1 activ	Yeast growth inh	GALR2 antag	Yeast life ext
[29] CCc1ccc(NC(=O)CN(c2ccc3c(c2)OCO3)S(=O)(=O)c2c(C)noc2C)cc1
→ 0	79	3	3	70	nt	-0.6	3	7	-11
[10] O=C1CC(SC(=Nc2ccccc2)Nc2ccccc2)C(=O)N1c1ccc(Cl)c(Cl)c1 (stereo not given)
→ -4	37	32	-4	50	13	-4.3	-28	0	-4
[3] Cc1ccccc1NC(=O)c1cccc(Cn2cc(Br)c([N+](=O)[O-])n2)c1
→ nt	80	13	-1	77	-14	-2.7	-34	-3	-9
[6] CCOc1ccccc1Oc1c(C)oc2c(CN3CCN(CCO)CC3)c(O)ccc2c1=O
→ 1	96	5	1	87	nt	-2.6	13	5	-29
[1] CCCN(Cc1ccccc1)S(=O)(=O)c1ccc(N2C(=O)CCC2=O)cc1
→ -1	91	3	1	103	nt	-0.4	-5	2	-9
[23] COc1ccc(C)cc1S(=O)(=O)N(C)CC(=O)N1CCN(C)CC1
→ 2	95	7	1	97	-17	-0.7	-9	-1	-3
[16] O=C(COC(=O)c1ccccc1Oc1ccccc1)NCc1ccco1
→ nt	99	1	4	99	-30	-1.9	-54	6	-13
[9] OCCN(/C=N/c1nc(-c2ccc(Br)cc2)cs1)CCO
→ -1	102	32*	-2	99	-10	1.2	1	-1	-12
[24] Cn1cccc1/C=N/N1CCN(c2ccccn2)CC1
→ 0	76	10	-2	76	nt	0.2	1	-5	-3
[12] Cc1ccccc1C=Nc1ccccc1C(N)=O
→ 10	32	13	3	32	nt	-4.2	-8	-14	-2
[11] COCc1nc2ccccc2n1Cc1ccccc1
→ nt	103	15	6	105	26	-0.7	-38	-13	-8

# More entries follow:
# Fields – Phagocytosis inh	PTEN del growth	Measles CPE	NPY-Y2 antag	HCT116 bCat-KO	E-sel TNF inh	MRP-1 activ	Yeast growth inh	GALR2 antag	Yeast life ext
[31] S=C(c1ccc(Br)cc1)N1CCN(Cc2ccccc2)CC1
→ nt	73	19	1	75	-1	-2.4	-23	4	7
[32] CCOC(=O)C1=C(C)NC(=O)C1(NC(=O)c1cccnc1)C(F)(F)F (stereo not given)
→ 0	90	10	2	98	-3	-0.4	-21	-6	-8
[33] CN(CC#CCC(c1ccccc1)c1ccccc1)C(C)(C)C
→ -3	62	8	10	79	19	-4.1	-22	3	7
[34] COc1ccc(-c2cc(C(F)(F)F)nc(SCC(=O)N3CC(C)OC(C)C3)n2)cc1OC (stereo not given)
→ nt	97	6	5	92	6	0.3	-51	-7	-7
[35] N#C/C(=C\c1cccc([N+](=O)[O-])c1)C(=O)NCc1cccnc1
→ nt	78	6	3	81	nt	-1.1	-27	-8	23
[36] COc1ccccc1/C=C/C(=O)c1ccc(NC(C)=O)cc1
→ -4	17	14	3	15	12	-4.1	-10	3	-6
[37] COc1ccc(C(=O)NNC(=O)CSc2nnc(COc3ccccc3)n2C)cc1
→ 0	105	7	1	93	-3	-0.4	-11	3	-16
[38] CCc1cc2c(SCC(=O)c3cccs3)ncnc2s1
→ -1	95	4	4	91	8	-1.0	-16	10	-5
[39] CCOC(=O)C1CCN(C(=O)Nc2ccc(OC)c(OC)c2)CC1
→ 0	103	4	0	94	11	0.1	1	0	-1
[40] CC(=O)c1ccc(NC(=O)C2CC(c3ccc(F)cc3)=NO2)cc1 (stereo not given)
→ 2	78	31	-2	77	8	-2.0	-46	-1	-26
[41] CCOC(=O)CSc1nnc(CSc2nc3sc4c(c3c(=O)[nH]2)CCCC4)n1-c1ccccc1
→ nt	103	2	7	94	nt	-0.5	-18	2	-14
[42] O=C(O)c1cc(NCc2ccc3c(c2)OCO3)ccc1N1CCOCC1
→ -1	86	39	1	76	9	-1.8	-20	-1	-11
[43] Oc1ccc(Cl)cc1C=NCCc1ccccc1
→ -4	88	18	3	92	nt	-2.8	-32	10	8
[44] COc1ccc(CCNC(=O)CSc2nc3cc(Cl)ccc3o2)cc1OC
→ 0	83	8	2	91	-28	-1.9	-24	-11	-3
[45] NC(=O)c1ccc(NC(=O)COC(=O)c2c3c(nc4ccccc24)/C(=C\c2cccs2)CCC3)cc1
→ -3	1.8*	4	-1	1.8*	nt	-4.8	-50	23	-3
[46] COc1ccc(C(=O)ON=C2c3ccccc3-c3ccccc32)cc1OC
→ -5	95	10	-1	91	nt	-0.5	-50	2	-2
[47] COc1ccc(Oc2cn[nH]c2-c2ccc(O)cc2O)cc1
→ -2	82	6	3	86	nt	-1.3	-25	3	-25
[48] COc1cc(C(=S)N2CCCC2)cc(OC)c1OS(=O)(=O)c1ccc(NC(C)=O)cc1
→ nt	98	7	1	93	nt	-2.4	-11	25	3
[49] O=C(c1cc([N+](=O)[O-])cc([N+](=O)[O-])c1)N1CCOCC1
→ -9	92	16	1	94	nt	0.3	-24	-5	-1
[50] CCOC(=O)N/N=C\c1sccc1C
→ -6	102	3	-1	100	22	1.1	-7	-8	-5
[51] CCOc1ccc(C2CC(c3cccc(OC)c3)Nc3ncnn32)cc1 (stereo not given)
→ -1	93	10	nt	99	nt	-2.8	-41	nt	-10
[52] COC(=O)CNC(=O)C1CCN(c2nc(C)cc(C)n2)CC1
→ 2	97	14	1	97	nt	-0.6	-28	6	-3
[53] COc1ccc(CCNC(=O)C2CCN(Cc3nc(-c4cccc(Cl)c4)oc3C)CC2)cc1OC
→ 3	61	27	3	47	-3	-1.9	-22	6	-4
[54] O=C(CC(=O)N1CCN(c2ccccn2)CC1)Nc1ccc2nc3n(c(=O)c2c1)CCCCC3
→ -1	93	13	2	99	nt	-1.8	-16	0	-3
[55] CCOc1ccc(NC2=NCCC(=O)N2Cc2cccs2)cc1
→ -2	96	19	4	102	3	0.0	-27	15	-7
[56] CCOc1ccc(Cc2nc(N)nc(N)n2)cc1
→ nt	84	5	-1	84	-8	-1.7	-34	-4	5
[57] O=C(O)C1C2C=CC3(O2)C1C(=O)N1c2ccccc2C2OCCC2C13 (stereo not given)
→ 0	99	40	0	102	-9	-0.3	-4	-18	-9
[58] CCOCc1cc(C)[nH]c(=O)c1C#N
→ nt	92	6	1	97	-2	-2.6	-13	-5	-18
[59] COc1ccc(/C=C2\CCOC2=O)cc1
→ nt	107	7	-1	107	-14	-2.1	10	0	-31

# Source: PubChem

# Hits appear at their usual frequency. Share with any hit: about 6.3%.
